aSyn rescue = inhibitors of alpha-synuclein toxicity in yeast. Yeast expressing alpha-synuclein, growth rescue, BacTiter-Glo, 24 h. Potency, µM (doses to about 46.1 µM), without a hit: top-dose growth rescue (activation), usual class: activators. actives 0.14% (n = 370,000); note: potency is the fitted concentration of half-maximal effect; % of control where 0% means no effect; nearly all actives have a fitted effect of over 65% in size
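Rescue of yeast growth: cells expressing toxic alpha-synuclein, induced in galactose at OD600 0.02, incubated with compound 24 h at 30 C. ATP luminescence quantified growth; inhibitors of toxicity appear as activators.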
GLP-1R inv ag = GLP-1 receptor (human) inverse agonism; P43220; HEK293 GLP-1R CRE-luciferase, luminescence, 24 h; GLP-1R form is constitutively active; Potency, µM (doses to about 38.3 µM), for inactives: top-dose activity change, negative = inhibition, actives largely listed as inhibitors; actives 1.6% (n = 410,000); note: potency is the fitted concentration of half-maximal effect; % is set by controls: 0 for no effect and ±100 for the full control effect; nearly all actives have a fitted effect of over 55% in size
Target sequence (P43220 whole entry, looked up): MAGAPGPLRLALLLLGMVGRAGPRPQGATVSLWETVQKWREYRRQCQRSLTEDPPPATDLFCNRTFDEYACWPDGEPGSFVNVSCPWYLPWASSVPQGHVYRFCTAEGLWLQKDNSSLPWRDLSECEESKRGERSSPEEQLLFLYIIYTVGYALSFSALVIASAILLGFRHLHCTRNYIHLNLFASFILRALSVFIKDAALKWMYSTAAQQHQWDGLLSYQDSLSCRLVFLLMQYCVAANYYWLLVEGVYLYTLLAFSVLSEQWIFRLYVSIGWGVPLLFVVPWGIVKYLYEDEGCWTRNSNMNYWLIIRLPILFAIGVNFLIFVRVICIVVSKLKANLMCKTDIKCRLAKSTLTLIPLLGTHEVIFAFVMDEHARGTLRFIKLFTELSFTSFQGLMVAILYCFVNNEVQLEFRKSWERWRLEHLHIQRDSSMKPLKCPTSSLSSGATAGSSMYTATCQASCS
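Assay principle: reduced luminescence from a cAMP-responsive reporter in HEK293 cells co-expressing a constitutively active GLP-1R. Conditions: 24 hr compound incubation, 37 deg C, 5% CO2.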
PTHR1 agonist = agonists of human PTHR1 parathyroid hormone receptor; Q03431; actives 0.075% (n = 410,000); Potency, µM (top dose mostly 115 µM), inactives show at the highest dose activation, hits mostly activators; HEK293 GP2 PTHR1 cells, GloSensor cAMP luminescence, 1 h; AID 743266; note: potency is the fitted concentration of half-maximal effect; nearly all actives have a fitted effect of over 55% in size; some results filed as inactive show a strong effect at the top dose; inactives centre near -15; many of its hits are not listed in these tables
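HEK-293-derived GP2 cells expressing PTHR1 and a GloSensor cAMP reporter, 3,000/well, plated overnight, given luciferin plus IBMX (each 0.5 mM as added) for 1 h at 37 °C, then compound for 1 h at 37 °C. Luminescence was read after 15 min at room temperature.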
GLP-1R agonist = GLP-1 receptor (human) agonism; HEK293 GLP-1R CRE-luciferase, luminescence, 4-6 h; cells express a hypersensitive GLP-1R form; Potency, µM (doses to about 45.6 µM), inactives show top-dose activation, most hits filed as activators; P43220; actives 0.007% (n = 380,000); note: potency is the fitted concentration of half-maximal effect; % of control where 0% means no effect
Akt phos inh = inhibitors of Akt phosphorylation. actives 0.32% (n = 360,000). AID 651550. Neuro2A IGF-stimulated pAkt S473 HTRF, 20 min; active compounds read low. activity change, % for hits at 50 µM; in the data active = activity change below about -80%; inconclusive = mostly about -51% to -80%; note: % is set by controls: 0 for no effect and ±100 for the full control effect
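Neuro2A cells (4,500/well, DMEM with 0.5% FBS) were treated with compound at a single 50 µM final concentration, stimulated with 6 nM IGF for 20 min at 37 °C, and lysed. Phospho-Akt Ser473 was read by HTRF as 665/615 ratio ×10^4.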
FUS suppressor = rescues growth of FUS-expressing yeast | S. cerevisiae FUS-expressing, growth rescue, OD600, 24 h | Potency, µM (highest dose often 76.6 µM), for the others: at the top dose growth rescue (activation), actives largely listed as activators | actives 0.24% (n = 390,000) | AID 1347120;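 note: potency is the fitted concentration of half-maximal effect; plate controls were DMSO vehicle for no effect and reference control for full effect; nearly all actives have a fitted effect of over 55% in size; some results filed as inactive show a strong effect at the top dose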
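Read-out: OD at 600 nm after 24hr at 30C, reporting rescue of FUS-induced yeast toxicity. Cells at OD 0.005 in galactose (2%) minimal medium; compounds tested in a dilution series; CP55940 titration from 92uM final as control.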
DRD3 antagonist = blocks the human D3 dopamine receptor; P35462; D3R cells, DiscoveRx beta-arrestin luminescence, antagonist mode; active compounds read low; max response, negative = inhibition, %; actives 2.5% (n = 360,000); in the data active = max response below about -50%; inconclusive = no clear call, values can overlap the other calls; note: % is set by controls: 0 for no effect and ±100 for the full control effect; mostly tested at two doses, the higher about 12 µM
Target sequence (P35462 whole entry, looked up): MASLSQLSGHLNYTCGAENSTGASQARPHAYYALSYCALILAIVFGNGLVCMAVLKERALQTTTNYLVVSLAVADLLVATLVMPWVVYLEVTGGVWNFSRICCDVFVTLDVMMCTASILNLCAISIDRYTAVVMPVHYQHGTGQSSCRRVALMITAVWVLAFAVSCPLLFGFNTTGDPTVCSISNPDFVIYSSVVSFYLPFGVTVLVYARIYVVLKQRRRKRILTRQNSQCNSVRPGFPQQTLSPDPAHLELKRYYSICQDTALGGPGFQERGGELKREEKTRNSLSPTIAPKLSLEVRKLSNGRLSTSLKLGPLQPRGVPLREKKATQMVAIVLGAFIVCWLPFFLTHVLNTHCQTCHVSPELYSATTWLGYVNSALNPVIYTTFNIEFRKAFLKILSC
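Cells plated overnight at 1500 cells/well, then exposed to library compounds with dopamine controls for 90 minutes at 37 degrees C. DiscoveRx reagent added for 30–60 minutes at room temperature; luminescence read, quantitative HTS format.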
Abeta rescue = A-beta toxicity reversal in yeast; yeast expressing A-beta42, growth rescue, OD600, 48 h; response scale: 0% DMSO, 100% iron-clioquinol control; Potency, µM (doses to about 46.1 µM), inactives show top-dose growth rescue, most hits filed as activators; actives 0.063% (n = 410,000); note: potency is the fitted concentration of half-maximal effect; nearly all actives have a fitted effect of over 55% in size
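Yeast A-beta toxicity model in growth medium with pinned compounds, 48 h at 30 C; growth read as absorbance at 600 nm. Normalized to FeCl3/clioquinol equimolar mix (positive) and DMSO (negative).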
TDP43 rescue = TDP-43 toxicity inhibition in yeast. TDP-43 expressing yeast growth rescue, BacTiter-Glo, 24 h. Potency, µM (series often up to 46.1 µM), for the others: at the highest dose growth rescue (activation), usual class: activators. actives 1.8% (n = 410,000); note: potency is the fitted concentration of half-maximal effect; % of control where 0% means no effect; nearly all actives have a fitted effect of over 50% in size
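Galactose-induced TDP-43 yeast, OD600=0.02, compound pinned; 24 hr, 30 deg C; BacTiter-Glo luminescence for growth. Inhibitors of TDP-43 toxicity read as activators.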
Numbers without * were called inactive; i = inactive; ? = inconclusive; / = no result given; & = joins results of further samples; [ ] = dose if it differs, or a comment. Unless noted, calls come from the whole dose curve; as a rule, active = well fitted curve in the direction sought with a large enough effect; inconclusive = small, poorly fitted or top-dose-only effect, or another doubt; inactive = no such curve, though single readings can be large; an effect the other way counts as inactive or inconclusive. An excerpt; the hit share may differ from the screen's.

SMILES	aSyn rescue	GLP-1R inv ag	PTHR1 agonist	GLP-1R agonist	Akt phos inh	FUS suppressor	DRD3 antagonist	Abeta rescue	TDP43 rescue
Cc1ccc(-n2ncc(C(=O)N3CCN(c4ccccn4)CC3)c2C2CCN(C(=O)OC(C)(C)C)CC2)cc1	/	13%	i	/	/	-4%	/	-2%	5%
CSc1ccccc1NC(=O)COC(=O)CCCOc1ccc(C)cc1	11%	3%	i	-7%	i	4%	0	?	?
COc1ccccc1Cc1noc(COc2cccc(C)c2C)n1	5%	-2%	-6%[57.5 µM]	19%	i	8%	10	22%	?
COc1ccc(S(=O)(=O)N2CCN(C(=O)c3cc(-c4ccc(C)cc4)n[nH]3)CC2)cc1	1%	-26%	-47%[inhibitor]	-5%	i	-2%	7	-13%	-17%
Cc1cc(C)nc(NC(N)=NC2CCCCC2)n1	-1%	-19%	-4%	-17%	i	/	21	15%	24%
Cn1c(C(C#N)C(=O)Cc2cccc3ccccc23)nc2ccccc21 (stereo unspecified)	-3%	-1%	i	9%	i	20%	-6	4%	5%
O=C(Cn1nc(N2CCN(c3ccccc3)CC2)ccc1=O)Nc1ccc(F)cc1F	/	-25%	i	/	/	7%	/	-16%	21%
O=C(Cc1ccc2c(c1)CCCC2)Nc1ccc2ccccc2c1	7%	-20%	-17%	2%	i	/	-9	12%	26%
CCc1nn2c(=O)cc(COc3ccc(/C=C4\C(=N)N5N=C(C)SC5=NC4=O)cc3)nc2s1	3%	11%	i	-3%	i	2%	22	-3%	17%
CCCN1C(=O)c2ccccc2NC1c1cc(OC)c(OC)c(OC)c1 (stereo unspecified)	-1%	-2%	i	0%	i	8%	-13	-8%	-13%
CCOC(=O)c1c(C)nc2c(c1-c1cc(OC)c(OC)c(OC)c1)C(=O)c1ccccc1-2	0%	1%	?	-2%	i	15%	-12	-6%	5%
CN(C)C(=O)CSc1nc2cc(S(=O)(=O)N3CCOCC3)ccc2o1	-13%	8%	i	-4%	i	1%	17	-5%	?
Cn1cccc1CC(=O)NNC(=S)Nc1ccc(F)cc1	2%	14%	-3%	10%	i	16%	-11	-6%	-8%
O=C(Cc1c(F)cccc1Cl)N1CCCC1	-11%	-21%	i	-1%	i	-2%	13	1%	7%
CC(C)=NNc1nc2c(c(=O)n(C)c(=O)n2C)n1C	-9%	-5%	-15%	1%	i	-3%	-23	17%	9%
O=C(Cn1c(=O)n(-c2ccccc2)c(=O)c2c3c(sc21)CCCC3)Nc1ccc(F)cc1F	/	16%	-13%	-5%	/	-24%	/	5%	15%
CCCCC(=O)Nc1ccc(C(=O)NNC(=O)c2ccco2)cc1	5%	1%	-6%[57.5 µM]	9%	i	-14%	3	7%	1%
CC(C)CNc1ncnc2c1ncn2[C@H]1CN(Cc2cccs2)C[C@@H](CO)O1	-8%	17%	i	-1%	i	0%	-6	-19%	11%
Cc1ccc(C(=O)N/C(=C\c2cccs2)C(=O)NCCc2ccccn2)cc1C	1%	0%	-17%	7%	i	35%	3	-14%	-20%
Cc1ccccc1OCC(=O)Nc1nc2ccccc2[nH]1	1%	20%	-17%	0%	i	-25%	-14	-5%	5%
Cc1ccc(CNC(=O)CCCN2C(=O)CCn3nc(-c4cn(C)c5ccccc45)cc32)cc1	/	-12%	14%	/	/	20%	/	-3%	19%
NS(=O)(=O)c1ccc(NC(=O)CSc2ccccn2)cc1	-11%	0%	15%[57.5 µM]	6%	i	26%	-19	-14%	2%
COC(=O)c1ccc(N2CCN(C(=O)C3CC3)CC2)c([N+](=O)[O-])c1	-9%	5%	i	15%	i	-7%	-6	-3%	6%
O=C(Nc1nnc(-c2cccs2)s1)c1cccc(F)c1	-11%	18%	-12%	-1%	i	12%	3	-10%	-15%[9.22 µM]
O=C1c2cc3c(cc2CCC1c1ccc2c(c1)OCO2)OCO3 (stereo unspecified)	-4%	8%	-12%	31%	i	10%	8	-10%	16µM*
SMILES	aSyn rescue	GLP-1R inv ag	PTHR1 agonist	GLP-1R agonist	Akt phos inh	FUS suppressor	DRD3 antagonist	Abeta rescue	TDP43 rescue
COc1ccc(NC(=O)C2CCCN(S(=O)(=O)c3c(C)n[nH]c3C)C2)cc1 (stereo unspecified)	-5%	1%	-16%	3%	i	29%	12	8%	5%
Cc1cccc(CNC(=O)c2cnc3sc(N4CCOCC4)nn3c2=O)c1	/	7%	29%	/	/	-2%	/	-18%	5%
O=C(NCCCN1CCN(c2ccc(F)cc2)CC1)Nc1ccc(Cl)cc1	/	?	-30%[inhibitor]	-10%	/	-18%&-4%	/	-14%	-1%
CCCn1nc2cc(C(=O)NCc3ccc4c(c3)OCO4)ccc2c1OCC	13%	21%	-14%	0%	i	32%	-13	-13%	20%
O=c1[nH]c(-c2ccccn2)cc2ccccc12	1%	37%[activator]	-2%	1%	i	7%	-18	-15%	-27%
COc1cccc(/C=N/NC(=O)CCc2c(C)n[nH]c2C)c1O	6%	-4%	i	2%	i	-6%	1	9%	1%
O=C(CN1CCSc2ccccc21)N1CCN(c2cccc(Cl)c2)CC1	6%	-15%	i	12%	/	3%	/	28%	29%
CN(C)CCCNC(=O)/C=C/c1ccc(OCc2c(F)cccc2Cl)cc1	-4%	?	?	9%	i	26%	-15	-12%	-13%[1.82 µM]
COc1ccc(C)cc1NC(=O)C/C(C)=N/NC(=O)Cc1cccc2ccccc12	9%	?	-8%	13%	i	29%	-24	12%	-9%
COC(=O)c1cc(-c2cccc(OC)c2)n[nH]1	4%	38%[activator]	-7%[57.5 µM]	6%	i	19%	38	12%	-2%
Cn1c(-c2ccccc2)c(C(=O)CCl)c2ccccc21	-2%	?	-96%[inhibitor]	-6%	i	18%	-51*	-50%[inhibitor]	18µM*
NC(c1csc(Nc2ccccn2)n1)c1ccccc1Cl (stereo unspecified)	-2%	1%	i	12%	i	-7%	-29	-28%	-3%
Cc1ccc(N2C(=O)C3C4C=CC(C4)C3C2=O)cc1C (stereo unspecified)	-1%	-11%	i	2%	i	7%	12	6%	-3%
COc1ccc(S(=O)(=O)N2CCC(C(=O)NCCN3CCOCC3)CC2)cc1OC	-4%	1%	-15%	-1%	i	21%	10	-4%	6%
O=C(c1cccs1)N1N=C(c2ccccc2)CC1c1ccccc1O (stereo unspecified)	6%	8.9µM*	i	19%	i	25%	1	0%	-1%[9.22 µM]
COc1ccc(NC(=O)CSC2=Nc3ccccc3C3=NC(CC(=O)NCc4ccc(F)cc4)C(=O)N23)cc1 (stereo unspecified)	/	10%	i	/	/	-1%	/	-12%	8%
O=C(CN1CCCN(Cc2ccccc2Cl)S1(=O)=O)NCc1ccccc1	/	4%	i	/	/	13%	/	7%	14%
CCN(CC)CCCN1C(=O)C(O)=C(C(=O)c2cc3ccccc3o2)C1c1ccccn1 (stereo unspecified)	2%	3%	i	-2%	-95%*	-1%	3	-25%	-3%
COc1ccc(CCNC(=O)CSc2ncc3c(n2)-c2cc(Cl)ccc2N(Cc2ccccc2)S3(=O)=O)cc1OC	/	-5%	?	/	/	27%	/	-12%	5%
CC(C)CCC(C)NC(=O)CN1C(=O)NC(C)(c2ccc3ccccc3c2)C1=O (stereo unspecified)	2%	?	-7%	-3%	i	42%	-23	-5%	-13%
COc1cccc(CNC(=O)COC(=O)c2ccc(C(=O)c3ccccc3)cc2)c1	-11%	23%	26%	0%	i	/	-13	?	?
O=C1/C(=C\c2ccccc2)CCc2c1[nH]c1ccccc21	-17%	0%	-8%	1%	i	18%	33	-16%	20%
O=C(NCCc1ccco1)C(=O)NCC1OCCCN1S(=O)(=O)c1ccc(F)cc1 (stereo unspecified)	6%	3%	-10%	3%	i	-5%	4	6%	-13%
COc1cc(NC(=O)COC(=O)/C=C/c2ccc(O)c(OC)c2)cc(OC)c1	-1%	18%	-2%	6%	i	22%	4	-6%	1%
CCOC(=O)Cn1c(C)cc(=O)c2cccc(C)c21	-4%	-6%	i	13%	i	-7%	10	-5%	-4%
SMILES	aSyn rescue	GLP-1R inv ag	PTHR1 agonist	GLP-1R agonist	Akt phos inh	FUS suppressor	DRD3 antagonist	Abeta rescue	TDP43 rescue
Cc1c(C(=O)NCc2ccccc2)oc2ccc(S(=O)(=O)N3CCCC3)cc12	0%	?	-19%	-5%	i	4%	-19	1%	15%
CNC(=O)CSc1nnc(-c2ccco2)n1-c1ccccc1	-2%	47%[activator]	i	-1%	i	-16%	7	0%	6%
CCN(C(=O)COC(=O)CNC(=O)c1cccc(C)c1)c1c(N)n(Cc2ccccc2)c(=O)[nH]c1=O	3%	7%	i	-12%	i	12%	2	3%	12%
Cc1cccc(NC(=O)CCN2C(=O)C3C4CCC(C4)C3C2=O)c1C (stereo unspecified)	8%	7%	7%	-2%	i	-11%	-12	-6%	-20%
COc1ccc(NC(=O)c2c(NCc3cccs3)sc3c2CCC(C)C3)c(OC)c1 (stereo unspecified)	/	-25%	i	/	/	39%	/	13%	22%
CCCCC(CC)C(=O)Nc1cc(C(=O)NCc2ccc(C)cc2)ccc1N1CCC2(CC1)CC(c1ccccc1)=NO2 (stereo unspecified)	3%	-12%	16%	-4%	i	25%	0	-4%	-4%
CCC(C)(C)NC(=O)C(c1ccc(F)cc1)N(Cc1ccco1)C(=O)c1cnccn1 (stereo unspecified)	-4%	4%	?	2%	i	?	?	-1%	-15%

Retrieved by compound from above (3):
SMILES	aSyn rescue	GLP-1R inv ag	PTHR1 agonist	GLP-1R agonist	Akt phos inh	FUS suppressor	DRD3 antagonist	Abeta rescue	TDP43 rescue
Cc1c(C(=O)NCc2ccccc2)oc2ccc(S(=O)(=O)N3CCCC3)cc12	0%	?	-19%	-5%	i	4%	-19	1%	15%
CCC(C)(C)NC(=O)C(c1ccc(F)cc1)N(Cc1ccco1)C(=O)c1cnccn1 (stereo unspecified)	-4%	4%	?	2%	i	?	?	-1%	-15%
CNC(=O)CSc1nnc(-c2ccco2)n1-c1ccccc1	-2%	47%[activator]	i	-1%	i	-16%	7	0%	6%

Screening data from PubChem.
